High-throughput results (PubChem BioAssay)
TDP-43 yeast inh: TDP-43 toxicity inhibition in yeast | 410,000 compounds, 1.8% hits | TDP-43 expressing yeast growth rescue, BacTiter-Glo, 24 h | Potency, µM (doses to about 46.1 µM), for the others: at the top dose growth rescue (activation), hits mostly activators; further: % of control where 0% means no effect; nearly all actives have a fitted effect of over 50% in size
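Galactose-induced TDP-43 yeast, OD600=0.02, compound pinned; 24 hr, 30 deg C; BacTiter-Glo luminescence for growth. Inhibitors of TDP-43 toxicity read as activators.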
HEK293 tox: cytotoxicity in counter-screen for GLP-1R inverse agonists; Potency, µM (top dose mostly 38.3 µM), without a hit: at the highest dose activity change, negative = inhibition, usual class: inhibitors; AID 624418; HEK293 cAMP-luciferase reporter cells, luminescence, 24 h; 410,000 compounds, 0.13% hits;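 further: loss of luciferase light is scored as toxicity; on the % scale 0 is the no-effect control and ±100 the full control effect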
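To flag toxic compounds, the library was rerun on cells for 24 hr at 37 deg C and 5% CO2. Viability-linked luminescence was captured 12 min after adding luciferase detection reagent.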
KB-3-1 cytotox: kills parental KB-3-1 adenocarcinoma cells; KB-3-1 viability, CellTiter-Glo ATP luminescence, 72 h; Potency, µM (top dose mostly 46.1 µM), without a hit: top-dose activity change, negative = cytotoxic, usual class: cytotoxic; 400,000 compounds, 1.4% hits; AID 1347075; further: on the % scale 0 is the no-effect control and ±100 the full control effect; nearly all actives have a fitted effect of over 60% in size
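Cytotoxicity measured as CellTiter-Glo luminescence after 72 h at 37 C. Compound titrations were pinned onto drug-naive KB-3-1 parental adenocarcinoma cells grown in DMEM with 10% FBS, and normalized data fitted to concentration-response curves.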
HT1080-NT tox: kills 2HG-producing HT-1080-NT fibrosarcoma cells. HT-1080-NT fibrosarcoma viability, CellTiter-Glo ATP luminescence, 48 h. Potency, µM (titrated, usually from 46.1 µM), without a hit: at the top dose activity, negative = less viability, actives largely listed as cytotoxic. 360,000 compounds, 1.6% hits. AID 686970;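 further: NT is the 2HG producing partner of a matched IDH1 knockdown line; 0% = DMSO-treated cells and -100% = media-only wells without cells; nearly all actives have a fitted effect of over 55% in size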
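Fibrosarcoma NT cells, 750 per well in 5% FBS RPMI, were exposed to compound for 48 hours. Viability: CellTiter-Glo luminescence.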
SW480 rerep: DNA re-replication induction in SW480 cells | SW480 DNA re-replication, Hoechst DNA content imaging, 48 h | Potency, µM (series often up to 46.1 µM), without a hit: at the highest dose re-replication activation, actives largely listed as activators | 340,000 compounds, 1.8% hits; further: % of control where 0% means no effect; nearly all actives have a fitted effect of over 55% in size
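Compounds, transferred as 23 nL by pin tool, were incubated with cells for 48 hr; DNA content per nucleus was then quantified by Hoechst staining and fluorescence plate imaging.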
KB-V1 MDR tox: KB-V1 MDR subline cytotoxicity; Potency, µM (doses to about 46.1 µM), for inactives: top-dose activity change, negative = cytotoxicity, usual class: cytotoxic; 400,000 compounds, 3.4% hits; KB-V1 MDR cells viability, CellTiter-Glo, 72 h; further: on the % scale 0 is the no-effect control and ±100 the full control effect; nearly all actives have a fitted effect of over 60% in size
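Drug-selected KB-V1 cells, grown in DMEM lacking phenol red with 10% FBS, receive compound titrations; after three days at 37 degrees C, surviving cell ATP is quantified by CellTiter-Glo luminescence and responses normalized and curve-fitted.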
GLP-1R inv ag: inverse agonists of human GLP-1 receptor. AID 624417. 410,000 compounds, 1.6% hits. HEK293 GLP-1R CRE-luciferase, luminescence, 24 h; GLP-1R form is constitutively active. Potency, µM (top dose mostly 38.3 µM), inactives show top-dose activity change, negative = inhibition, actives largely listed as inhibitors. P43220; further: on the % scale 0 is the no-effect control and ±100 the full control effect; nearly all actives have a fitted effect of over 55% in size
Target sequence (P43220 whole entry, looked up): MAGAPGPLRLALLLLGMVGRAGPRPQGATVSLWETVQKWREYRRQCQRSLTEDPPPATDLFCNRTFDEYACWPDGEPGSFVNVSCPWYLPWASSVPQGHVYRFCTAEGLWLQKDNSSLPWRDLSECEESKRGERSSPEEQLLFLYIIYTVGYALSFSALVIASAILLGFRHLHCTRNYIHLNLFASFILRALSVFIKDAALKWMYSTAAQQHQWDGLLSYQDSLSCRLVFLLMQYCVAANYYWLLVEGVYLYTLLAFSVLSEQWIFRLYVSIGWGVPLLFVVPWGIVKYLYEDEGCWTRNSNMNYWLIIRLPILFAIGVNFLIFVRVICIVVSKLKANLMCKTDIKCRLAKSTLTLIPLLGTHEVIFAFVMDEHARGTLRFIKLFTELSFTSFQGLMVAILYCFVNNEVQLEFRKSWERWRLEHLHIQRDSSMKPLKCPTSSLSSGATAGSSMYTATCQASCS
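Constitutively active GLP-1R drives a cAMP-responsive luciferase in stably transfected HEK293 cells; test compounds are added after overnight (12 h) attachment and left 24 hr, and signal loss in luminescence marks inhibition.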
GLP-1R agonist: agonists of human GLP-1 receptor | P43220 | HEK293 GLP-1R CRE-luciferase, luminescence, 4-6 h; cells express a hypersensitive GLP-1R form | Potency, µM (titrated, usually from 45.6 µM), for inactives: top-dose activation, actives largely listed as activators | 380,000 compounds, 0.007% hits; further: % of control where 0% means no effect
HT1080 IDH1KD tx: HT-1080 IDH1 knockdown cell toxicity (counter line). AID 686971. Potency, µM (series often up to 46.1 µM), without a hit: top-dose activity, negative = toxicity, usual class: cytotoxic. HT-1080 IDH1 knockdown viability, ATP luminescence, 48 h. 360,000 compounds, 2% hits;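 further: 0% = DMSO wells and -100% = cell-free medium wells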
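After a 2 h attachment period, IDH1KD HT-1080 cells took pin-transferred compound for 48 h at 37 °C; ATP-based luminescence after 10 min room-temperature reagent incubation reported viability.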
An asterisk follows results filed as active; [ ] = dose if it differs, or a comment. The call rests on the fitted dose curve; in most records, active means well fitted curve in the direction sought with a large enough effect; inconclusive means small, poorly fitted or top-dose-only effect, or another doubt; inactive means no such curve, though single readings can be large; an effect the other way counts as inactive or inconclusive. Potency means the concentration at half of the fitted maximal effect.

`O=C1CCN2C=Nc3cccc4ccc1c2c34` gave TDP-43 yeast inh 16%, KB-3-1 cytotox inconclusive, HT1080-NT tox -24%, SW480 rerep 20%, KB-V1 MDR tox 12µM*, GLP-1R inv ag 65%[activator], GLP-1R agonist -4% and HT1080 IDH1KD tx -19%.
Screening O=c1[nH]nnc2sc3c(c12)CCCC3 returned TDP-43 yeast inh 27%, HEK293 tox 0%, KB-3-1 cytotox 5%, HT1080-NT tox 1%, SW480 rerep -4%, KB-V1 MDR tox inconclusive, GLP-1R inv ag -16%, GLP-1R agonist -9% and HT1080 IDH1KD tx 1%.
Screening CC1CCC(C(=O)NC(C(=O)NCCCN2CCOCC2)C(C)C)CC1 (stereo not given) returned TDP-43 yeast inh 6%, HEK293 tox 4%, KB-3-1 cytotox 15%, HT1080-NT tox 1%, SW480 rerep -9%, KB-V1 MDR tox -10%, GLP-1R inv ag 13%, GLP-1R agonist -8% and HT1080 IDH1KD tx 1%.
For COc1ccc(/C=N\Nc2ccc([N+](=O)[O-])cc2)c(C(=O)O)c1OC the results were TDP-43 yeast inh 10%, HEK293 tox -15%, KB-3-1 cytotox 0%, HT1080-NT tox -19%, SW480 rerep 0%, KB-V1 MDR tox inconclusive, GLP-1R inv ag -18%, GLP-1R agonist -6% and HT1080 IDH1KD tx -22%.
Screening CC1CCN(Cc2c(C#N)c3ccccc3n2C)CC1 returned TDP-43 yeast inh -3%, HEK293 tox -2%, KB-3-1 cytotox -9%, HT1080-NT tox 4%, SW480 rerep -8%, KB-V1 MDR tox 0%, GLP-1R inv ag inconclusive, GLP-1R agonist 4% and HT1080 IDH1KD tx 3%.
For CCC(=O)NC(=S)Nc1cccc(NC(=O)c2ccccc2C)c1 the results were TDP-43 yeast inh 3%, HEK293 tox -2%, KB-3-1 cytotox 10%, HT1080-NT tox 3%, SW480 rerep -8%, KB-V1 MDR tox 10%, GLP-1R inv ag inconclusive, GLP-1R agonist 8% and HT1080 IDH1KD tx -13%.
C=CCN1C(=O)CN=C1Nc1cc(C)ccc1C was read as TDP-43 yeast inh 8%, HEK293 tox 0%, KB-3-1 cytotox 2%, HT1080-NT tox 15%, SW480 rerep -5%, KB-V1 MDR tox -2%, GLP-1R inv ag -1%, GLP-1R agonist -6% and HT1080 IDH1KD tx 8%.
For Cc1ccc(N2CCN(C(=O)N3CCOCC3)CC2)cc1C the results were TDP-43 yeast inh -15%[9.22 µM], HEK293 tox -11%, KB-3-1 cytotox -5%, HT1080-NT tox 20%, SW480 rerep 0%, KB-V1 MDR tox 9%, GLP-1R inv ag 3%, GLP-1R agonist 7% and HT1080 IDH1KD tx 15%.
`CCc1cccc(C)c1NC(=O)C1CCCN(S(=O)(=O)c2cccc3nsnc23)C1` (stereo not given) gave TDP-43 yeast inh 12%, HEK293 tox 0%, KB-3-1 cytotox 7%, KB-V1 MDR tox 20%, GLP-1R inv ag -9% and GLP-1R agonist 0%.
`Cc1ccc2c(c1)c1ncnc(N3CCOCC3)c1n2C` gave TDP-43 yeast inh -12%, HEK293 tox 10%, KB-3-1 cytotox -14%, HT1080-NT tox -4%, SW480 rerep -2%, KB-V1 MDR tox 23µM*, GLP-1R inv ag 0%, GLP-1R agonist 2% and HT1080 IDH1KD tx -19%.
CCOC(=O)c1cc(NC(=O)Nc2ccccc2OC)c(C)nc1C was read as TDP-43 yeast inh -7%, HEK293 tox -15%, KB-3-1 cytotox inconclusive, HT1080-NT tox 0%, SW480 rerep 0%[9.22 µM], KB-V1 MDR tox inconclusive, GLP-1R inv ag inconclusive, GLP-1R agonist 19% and HT1080 IDH1KD tx -2%.
For COc1cccc(NC(=O)CN(C)C(=O)c2cc(CN3C(=O)c4ccccc4C3=O)ccc2OC)c1 the results were TDP-43 yeast inh -15%, HEK293 tox -15%, KB-3-1 cytotox 25%, HT1080-NT tox 0%, SW480 rerep -31%[inhibitor], KB-V1 MDR tox inconclusive, GLP-1R inv ag 16%, GLP-1R agonist -3% and HT1080 IDH1KD tx -3%.
`CCC(C)N1C(=O)c2ccccc2C1C(=O)NC1CCCCCC1` (stereo not given) gave TDP-43 yeast inh 15%, HEK293 tox -4%, KB-3-1 cytotox 5%, HT1080-NT tox -3%, SW480 rerep -4%, KB-V1 MDR tox 18µM*, GLP-1R inv ag 0%, GLP-1R agonist -2% and HT1080 IDH1KD tx 9%.
Cc1cc(=O)[nH]c(N/N=C/CCc2ccccc2)n1 was read as TDP-43 yeast inh -8%[0.397 µM], HEK293 tox -3%, KB-3-1 cytotox 14%, HT1080-NT tox 11%, SW480 rerep 5%, KB-V1 MDR tox 0%, GLP-1R inv ag 16%, GLP-1R agonist 4% and HT1080 IDH1KD tx 1%.
Screening CC1CN(C(=O)c2cccc(Oc3ccccc3)c2)CC(C)O1 (stereo not given) returned TDP-43 yeast inh 21%, HEK293 tox -13%, KB-3-1 cytotox -5%, HT1080-NT tox 18%, SW480 rerep inconclusive, KB-V1 MDR tox -4%, GLP-1R inv ag 5%, GLP-1R agonist -3% and HT1080 IDH1KD tx 1%.
`CC1CCCC(C)N1C(=O)COc1ccc([N+](=O)[O-])cc1Cl` (stereo not given) gave TDP-43 yeast inh 20%, HEK293 tox 9%, KB-3-1 cytotox 1%, HT1080-NT tox 3%, SW480 rerep -14%, KB-V1 MDR tox -13%, GLP-1R inv ag inconclusive, GLP-1R agonist 5% and HT1080 IDH1KD tx -4%.
Cc1ccc(NC(=O)CSc2ncn[nH]2)c([N+](=O)[O-])c1 was read as TDP-43 yeast inh -4%, HEK293 tox 8%, HT1080-NT tox 27%, SW480 rerep 2%, GLP-1R inv ag 11%, GLP-1R agonist 2% and HT1080 IDH1KD tx -1%.
Cc1ccc(C(=O)Nn2cnc3ccccc3c2=O)cc1C was read as TDP-43 yeast inh 19%, HEK293 tox 1%, KB-3-1 cytotox 16%, HT1080-NT tox 7%, SW480 rerep -5%, KB-V1 MDR tox 28%, GLP-1R inv ag -2%, GLP-1R agonist -1% and HT1080 IDH1KD tx 5%.
Screening COc1ccc(-c2nc(CSCC(=O)N3CCc4ccccc4C3)c(C)o2)cc1OC returned TDP-43 yeast inh inconclusive, HEK293 tox -13%, KB-3-1 cytotox -20%, HT1080-NT tox -12%, SW480 rerep 6%, KB-V1 MDR tox -25%, GLP-1R inv ag 27%, GLP-1R agonist 6% and HT1080 IDH1KD tx -10%.
`Cc1cnc(C(=O)NC(C)CCc2ccccc2)cn1` (stereo not given) gave TDP-43 yeast inh 16%, HEK293 tox 18%, KB-3-1 cytotox -4%, HT1080-NT tox -2%, SW480 rerep -44%[inhibitor], KB-V1 MDR tox 0%, GLP-1R inv ag 7%, GLP-1R agonist -2% and HT1080 IDH1KD tx -6%.

Some of these compounds in order of count of non-hydrogen atoms, largest number first.
Screening COc1ccc(-c2nc(CSCC(=O)N3CCc4ccccc4C3)c(C)o2)cc1OC returned TDP-43 yeast inh inconclusive, HEK293 tox -13%, KB-3-1 cytotox -20%, HT1080-NT tox -12%, SW480 rerep 6%, KB-V1 MDR tox -25%, GLP-1R inv ag 27%, GLP-1R agonist 6% and HT1080 IDH1KD tx -10%.
Screening CC1CCC(C(=O)NC(C(=O)NCCCN2CCOCC2)C(C)C)CC1 (stereo not given) returned TDP-43 yeast inh 6%, HEK293 tox 4%, KB-3-1 cytotox 15%, HT1080-NT tox 1%, SW480 rerep -9%, KB-V1 MDR tox -10%, GLP-1R inv ag 13%, GLP-1R agonist -8% and HT1080 IDH1KD tx 1%.
Cc1ccc(NC(=O)CSc2ncn[nH]2)c([N+](=O)[O-])c1 was read as TDP-43 yeast inh -4%, HEK293 tox 8%, HT1080-NT tox 27%, SW480 rerep 2%, GLP-1R inv ag 11%, GLP-1R agonist 2% and HT1080 IDH1KD tx -1%.

The list continues:
`O=C(O)C1=C[C@H](c2csc3ccccc23)C[C@H](OCCCCO)O1` gave TDP-43 yeast inh 22%, HEK293 tox -5%, KB-3-1 cytotox 0%, HT1080-NT tox 11%, SW480 rerep -13%, KB-V1 MDR tox 23%, GLP-1R inv ag 2%, GLP-1R agonist -10% and HT1080 IDH1KD tx -3%.
For Cc1cc2oc(C(=O)N(Cc3ccccc3)c3ccccn3)cc(=O)c2cc1Cl the results were TDP-43 yeast inh -3%, HEK293 tox -1%, KB-3-1 cytotox 0%, HT1080-NT tox 4%, SW480 rerep 9%, KB-V1 MDR tox -11%, GLP-1R inv ag 7%, GLP-1R agonist -3% and HT1080 IDH1KD tx 6%.
O=C(CN1CCN(CCN2C(=O)c3cccc4cccc(c34)C2=O)CC1)c1ccc(F)cc1 was read as TDP-43 yeast inh -28%, HEK293 tox 3%, KB-3-1 cytotox -21%, HT1080-NT tox -4%, SW480 rerep inconclusive, KB-V1 MDR tox inconclusive, GLP-1R inv ag 3%, GLP-1R agonist -8% and HT1080 IDH1KD tx inconclusive.
CCCN1C(=O)C(=O)N(CC(=O)N2c3ccccc3NC(=O)CC2C)C1=O (stereo not given) was read as TDP-43 yeast inh 12%, HEK293 tox 10%, KB-3-1 cytotox -22%, HT1080-NT tox 9%, KB-V1 MDR tox 18%, GLP-1R inv ag 8%, GLP-1R agonist 1% and HT1080 IDH1KD tx 7%.
Screening COc1cccc(-c2cc(C(=O)NCc3ccc(F)cc3)no2)c1 returned TDP-43 yeast inh 22%, HEK293 tox 3%, KB-3-1 cytotox 29%, KB-V1 MDR tox -1% and GLP-1R inv ag 1%.
`COc1ccccc1CNc1ncnc2c1cnn2-c1ccc(C)cc1` gave TDP-43 yeast inh 35µM*, HEK293 tox -16%, KB-3-1 cytotox -4%, KB-V1 MDR tox -13% and GLP-1R inv ag inconclusive.
Screening COc1ccccc1NC(=O)CSc1nnc(C)n1CCc1ccccc1 returned TDP-43 yeast inh 14%, HEK293 tox 0%, KB-3-1 cytotox 26%, HT1080-NT tox 1%, SW480 rerep -13%, KB-V1 MDR tox inconclusive, GLP-1R inv ag 0%, GLP-1R agonist 5% and HT1080 IDH1KD tx 1%.
